CHRM4 agonist: CHRM4 agonism in calcium assay; AID 624127; CHO-K1 hM4/Gqi5, Fluo-8 calcium fluorescence; vehicle 0%, full acetylcholine response 100%; P08173; 360,000 compounds, 0.14% hits; activation, % at 3 µM;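 active = activation above the run mean over all test wells plus 3 SD, cut at about 32% in these data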;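 note: peak over basal fluorescence ratio per well then scaled between controls; 0% = DMSO wells and 100% = acetylcholine at EC100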
Target sequence (P08173 whole entry, looked up): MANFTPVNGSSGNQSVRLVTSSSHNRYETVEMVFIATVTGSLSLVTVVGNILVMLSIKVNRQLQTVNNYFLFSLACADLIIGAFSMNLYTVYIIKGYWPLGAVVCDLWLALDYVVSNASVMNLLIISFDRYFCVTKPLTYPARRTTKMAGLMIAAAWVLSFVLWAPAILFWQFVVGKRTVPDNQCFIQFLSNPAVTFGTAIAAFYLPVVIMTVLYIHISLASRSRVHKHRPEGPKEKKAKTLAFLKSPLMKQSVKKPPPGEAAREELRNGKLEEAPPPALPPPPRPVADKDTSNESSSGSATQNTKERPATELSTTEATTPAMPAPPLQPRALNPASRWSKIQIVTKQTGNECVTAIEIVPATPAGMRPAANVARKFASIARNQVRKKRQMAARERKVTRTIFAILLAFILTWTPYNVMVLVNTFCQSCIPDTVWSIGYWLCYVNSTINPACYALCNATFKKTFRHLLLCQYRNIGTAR
M5 PAM: potentiates acetylcholine response at human M5 receptor; AID 624038; P08912; CHO-K1 hM5, Fluo-8 calcium, ACh EC20 PAM; 0% = ACh EC20, 100% = ACh EC100; activation, % at 3 µM; 360,000 compounds, 0.3% hits;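 active = activation above the run cutoff, the mean activation of all test compounds plus 3 SD, cut at about 18% in these data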
Target sequence (P08912 whole entry, looked up): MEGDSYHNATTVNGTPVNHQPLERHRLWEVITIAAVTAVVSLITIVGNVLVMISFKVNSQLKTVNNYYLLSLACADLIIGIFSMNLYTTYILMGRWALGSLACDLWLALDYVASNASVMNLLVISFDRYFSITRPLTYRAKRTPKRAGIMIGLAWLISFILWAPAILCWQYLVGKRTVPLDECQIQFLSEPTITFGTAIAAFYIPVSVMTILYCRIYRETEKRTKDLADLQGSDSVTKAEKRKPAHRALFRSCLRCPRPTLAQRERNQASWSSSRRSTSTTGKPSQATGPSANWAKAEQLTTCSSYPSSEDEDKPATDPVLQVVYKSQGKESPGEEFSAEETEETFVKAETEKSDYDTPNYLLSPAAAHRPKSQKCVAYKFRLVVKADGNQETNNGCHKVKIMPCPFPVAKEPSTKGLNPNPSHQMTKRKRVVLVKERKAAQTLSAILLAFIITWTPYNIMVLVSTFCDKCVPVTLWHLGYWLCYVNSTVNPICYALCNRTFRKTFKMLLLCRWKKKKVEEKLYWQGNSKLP
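Replicates: One well per compound, no replicates | System: Human M5 receptor in CHO-K1 cells | Benchmarks: Low control EC20 acetylcholine (0%), high control EC100 acetylcholine (100%) | Probe or stimulus: Acetylcholine, EC20 level | Times: Fluo-8 loading 80 min at 37 °C plus 30 min room temperature | Signal: Intracellular calcium via Fluo-8 fluorescence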
CHRM4 antagonist: blocks acetylcholine activation of human M4 receptor | P08173 | CHO-hM4 cells, ACh EC80, Fluo-8 calcium fluorescence | inhibition, % at 3 µM | 360,000 compounds, 0.73% hits;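 active = inhibition above its plate's cutoff, the mean inhibition of sample wells plus 3 SD, cut at about 27% in these data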;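 note: 0% = acetylcholine EC80 with DMSO and 100% = DMSO without agonist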
CHRM5 antagonist: antagonists of human muscarinic M5 receptor (CHRM5); inhibition, % at 3 µM; AID 624040; 360,000 compounds, 0.59% hits; CHO-hM5 cells, Fluo-8 calcium fluorescence, ACh EC80;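 active = inhibition above a per-plate cutoff, the mean of that plate's test compounds plus 3 SD, cut at about 27% in these data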;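 note: 0% = acetylcholine EC80 with DMSO and 100% = DMSO without agonist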
CRFR2-BP ag: CRF-BP/CRF-R2 complex agonism; AID 588473; HEK293 CRF-R2/CRF-BP, calcium dye fluorescence (FLIPR); percent of saturating CRF peptide response; 350,000 compounds, 0.46% hits; activation, % at 13.2 µM;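 active = activation of at least 50%, plus an integration ratio under a set limit after plate pattern correction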;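 note: plate controls were neutral control wells without compound for no effect and CRF at EC100 for full effect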
CHRM5 agonist: agonists of human muscarinic M5 receptor (CHRM5); P08912; CHO-K1 hM5 cells, Fluo-8 calcium fluorescence; 0% DMSO wells, 100% maximal acetylcholine response; activation, % at 3 µM; 360,000 compounds, 0.19% hits;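 active = activation above the run's mean over test compounds plus 3 SD, cut at about 23% in these data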;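 note: signal is peak over basal fluorescence ratio across the kinetic read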
CHRM1 PAM: positive allosteric modulators of human M1 muscarinic receptor; P11229; CHO-K1 hM1, Fluo-8 calcium fluorescence, ACh EC20; 0% = ACh EC20, 100% = maximal ACh; activation, % at 3 µM; 360,000 compounds, 0.088% hits; AID 588819; in the data active = activation above about 19%, passing the limit was not always enough
CHRM4 PAM: CHRM4 positive allosteric modulation; CHO-K1 hM4/Gqi5, Fluo-8 calcium fluorescence, ACh EC20; 0% = ACh EC20, 100% = maximal ACh; activation, % at 3 µM; 360,000 compounds, 0.4% hits;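 active = activation above its plate's cutoff, the mean activation of sample wells plus 3 SD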; note: some results filed as inactive read as strong as hits
M1 antag: blocks human M1 muscarinic receptor; inhibition, % at 3 µM; AID 588852; P11229; CHO-K1 hM1, Fluo-8 calcium fluorescence, ACh EC80 antagonist; 360,000 compounds, 1.3% hits;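 active = percent inhibition above its own plate's cutoff, namely the mean of that plate's compound wells plus 3 SD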;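 note: peak over basal fluorescence ratio during 140 s after agonist addition; 0% = ACh EC80 plus DMSO and 100% = DMSO alone without agonist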
Numbers without * were called inactive; nt = no result given.

SMILES	CHRM4 agonist	M5 PAM	CHRM4 antagonist	CHRM5 antagonist	CRFR2-BP ag	CHRM5 agonist	CHRM1 PAM	CHRM4 PAM	M1 antag
C[C@@H]1CN([C@@H](C)CO)C(=O)c2cc(Br)cnc2O[C@@H]1CN(C)Cc1ccc(Oc2ccccc2)cc1	0	1	11	5	0.1	-3	-4	-10	-16
O=C(NCC1CCCO1)c1ccc(S(=O)(=O)N2CCC(c3nc4ccc(Cl)cc4[nH]3)CC2)cc1 (stereo not given)	2	-9	5	16	-0.5	-2	-2	-10	-10
Cn1ncc(Cl)c1C(=O)Nc1sc2c(c1C(N)=O)CCC2	0	7	-10	-9	-5.6	-5	0	16	-1
COC(=O)C1=C(C)N(c2ccc(OC)cc2)C(C)=C(C(=O)OC)C1c1ccccc1	-1	-3	10	3	-3.2	0	4	-5	3
O=[N+]([O-])c1ccc(CS(=O)(=O)c2ncn[nH]2)cc1	12	-9	9	13	1.9	0	-2	-6	6
COC(=O)C1=C(O)/C(=C\c2ccc(CNC(=O)C(=O)Nc3ccc(C)cc3)o2)N=C1C	0	4	-7	3	7.6	0	5	9	-11
COC(=O)/C(=C/c1ccc(F)cc1)NC(C)=O	0	0	-3	-1	2.6	2	7	14	-9
CNc1cncc(-c2cccc(OC)c2F)n1	0	5	-10	-10	nt	-1	9	4	-13
Cn1c(NCc2ccco2)nc2c1c(=O)n(Cc1ccc(Br)cc1)c(=O)n2C	2	2	1	6	-0.5	1	0	9	-4
COC(=O)[C@]12CCCCC=C1N(Cc1ccc(Cl)cc1Cl)C(=O)[C@H](CC(=O)NCc1cccs1)C2	2	-2	-11	0	nt	-1	nt	9	nt
O=C(Nc1nc2c(F)cc(F)cc2s1)C1CCN(C(=O)c2ccc(F)cc2)CC1	0	4	-6	0	-1.6	-4	4	3	-5
Cc1ccc(CNS(=O)(=O)c2ccc(CN3C(=O)c4cccnc4C3=O)cc2)o1	1	10	5	-1	6.0	-4	-2	10	11
C[C@@H]1CN([C@@H](C)CO)C(=O)c2cc(NC(=O)Nc3ccccc3)ccc2O[C@@H](C)CCCCO[C@H]1CN(C)C(=O)Nc1ccc(C(F)(F)F)cc1	1	1	-12	2	0.3	2	3	7	-12
CNC(=S)NNC(=O)COc1ccccc1C	0	-6	2	13	-1.8	0	8	-4	-4
Cc1nc2ncnn2c(N2CCN(C(=O)c3cccc(F)c3)CC2)c1Cc1ccccc1	2	-6	5	0	0.5	1	2	-2	-1
COc1cccc(-c2c(C(=O)N/N=C/c3sccc3C)nnn2-c2nonc2N)c1	6	-3	0	10	-0.3	6	-3	-2	9
O=C(N/N=C/c1ccc(O)cc1)c1cccc(C(F)(F)F)c1	0	-1	6	8	-2.2	-3	9	-2	-6
CC1(C)Cc2cccc(C(=O)NC3CCN(Cc4ccccc4)CC3)c2O1	1	3	-4	2	0.4	-11	13	-6	-5
COc1ccc(CC(=O)Nc2ccccc2NC(=O)c2ccco2)cc1OC	2	4	2	-5	-0.8	-4	12	1	-7
CCSc1ncc(/C=N/Nc2ccccc2)n1C	2	-3	-5	-1	-0.6	-3	3	5	-2
Cc1ccc(CN2CCN(C(=O)C3CCC3)CC2)cc1	0	4	-4	-2	-2.9	1	4	0	-3
CC(C)(C)OC(=O)N1CCN(C(=O)Nc2ccc3c(c2)OCCO3)CC1	2	6	5	4	-2.0	3	-3	3	8
NNC(=O)[C@H]1C[C@@H]1c1ccccc1	0	0	8	2	-2.4	-5	0	-3	-4
CC(C)N(C)C(=O)c1ccc(OC2CCN(CCc3ccccc3)CC2)cc1	2	-4	6	3	0.5	-18	-1	-30	-10
COc1cc(C)c(S(=O)(=O)n2c([N+](=O)[O-])cnc2C)cc1C	0	-3	2	11	-3.7	-2	6	-2	-10

Single records (already shown). Order of screens: CHRM4 agonist | M5 PAM | CHRM4 antagonist | CHRM5 antagonist | CRFR2-BP ag | CHRM5 agonist | CHRM1 PAM | CHRM4 PAM | M1 antag
C[C@@H]1CN([C@@H](C)CO)C(=O)c2cc(Br)cnc2O[C@@H]1CN(C)Cc1ccc(Oc2ccccc2)cc1 in the list: 0 | 1 | 11 | 5 | 0.1 | -3 | -4 | -10 | -16
COC(=O)[C@]12CCCCC=C1N(Cc1ccc(Cl)cc1Cl)C(=O)[C@H](CC(=O)NCc1cccs1)C2 in the list: 2 | -2 | -11 | 0 | nt | -1 | nt | 9 | nt

The list continues.
SMILES	CHRM4 agonist	M5 PAM	CHRM4 antagonist	CHRM5 antagonist	CRFR2-BP ag	CHRM5 agonist	CHRM1 PAM	CHRM4 PAM	M1 antag
O=C1C2CCCN2C(c2cccc(Br)c2)N1c1ccc(F)cc1 (stereo not given)	0	-1	-3	1	-3.1	-2	4	4	-8
CC1(C)COC(c2cccn2Cc2ccccc2Cl)=N1	0	0	6	7	0.6	-16	7	5	-6
CC(NC(=O)CN(Cc1ccccc1)S(=O)(=O)c1ccccc1)c1cccnc1 (stereo not given)	3	-5	2	9	0.2	-2	11	2	2
CCCN1C2CCCC1CC(NC(=S)NCCCOCC)C2 (stereo not given)	3	4	10	3	-1.1	-2	1	16	-6
O=C1c2cccnc2C(=O)N1Cc1ccc(S(=O)(=O)N2CCOc3ccccc32)cc1	0	0	-6	1	0.9	-5	-5	-3	11
O=[N+]([O-])c1ccc2c(c1Nc1ccccc1)=NC1(CCCCC1)N=2	1	2	3	5	-3.3	-5	9	8	-8
COC(=O)c1cc2c(C(F)(F)F)nn(C)c2s1	1	-1	0	8	-1.2	0	7	1	-8
CC(=O)N1c2ccccc2CCc2ccc(N)cc21	0	3	2	3	1.0	-1	-4	1	1
Nc1nc(-c2ccc3c(c2)OCCO3)c(CC(=O)O)s1	3	-4	3	1	-0.8	0	11	0	-11
CC(=O)N(C(C)=O)c1ccc2c(c1)OCCO2	1	2	-7	-8	-1.1	1	8	4	-9
CCOC(=O)[C@H]1[C@H]2COc3cc(OC)ccc3[C@@H]2N2C(=O)CN(Cc3ccc(OC)cc3)C(=O)[C@@]12C	4	5	0	13	-1.0	3	16	4	3
CC1(C)CC(=O)C(=Cc2cn(-c3ccccc3)nc2-c2ccc(Cl)cc2)C(=O)C1	0	-2	9	-2	58*	-1	6	3	-1
CCCn1nnnc1NCc1cc(Br)ccc1OC	0	1	0	3	0.3	0	5	-1	1
CCc1nc(Nc2ccc3nccnc3c2)c2oc3ccccc3c2n1	0	-3	5	-4	0.1	-2	-6	9	4
Cc1nn(-c2ccccc2)c2nc(Cl)c(C(=O)O)cc12	0	2	7	-5	-0.3	0	6	2	-1
COc1ccc(NC(=O)CNC(=O)CC23CC4CC(CC(C4)C2)C3)c(OC)c1	2	-1	-7	-2	-0.4	4	1	10	-1
CCS(=O)(=O)N1CCC(C(=O)N2CCN(Cc3ccccc3)CC2)CC1	1	-3	8	16	0.1	-1	0	9	3
CS(=O)(=O)Nc1ccc(C(=O)NCC2CCCO2)cc1 (stereo not given)	1	11	-2	-4	-0.4	-5	1	4	-12
Nn1c(CN2CCCCC2)nc2ccccc2c1=O	0	1	-7	3	-1.2	0	5	3	-4
CCN(CC)S(=O)(=O)c1cc(C(=O)Nc2cc(C)[nH]n2)ccc1Cl	3	-4	-24	-6	2.1	-1	7	0	-8
COc1cc2c(cc1OC)-c1cc(Nc3ccc4c(c3)OCCO4)nc(=O)n1CC2	1	-1	-2	5	0.0	-3	1	-2	-25
C=CCc1c(C)nc(C)nc1N/N=C/c1ccc(N(C)C)cc1	1	-1	-1	1	2.2	-4	10	13	-11
Cc1ccccc1CC(=O)Nc1ccc2c(c1)CCC2	-1	-1	-3	0	-1.7	-3	5	-3	-5
CCOC(=O)C1(C)CCCN(C(=O)c2ccc(OC(F)F)cc2)C1 (stereo not given)	1	4	-9	-9	nt	-1	8	3	-15
CCn1c2ccccc2c2cc(NC(=S)N3CCOCC3)ccc21	1	-2	4	4	1.3	-5	-10	1	15
Remaining list, next part
SMILES	CHRM4 agonist	M5 PAM	CHRM4 antagonist	CHRM5 antagonist	CRFR2-BP ag	CHRM5 agonist	CHRM1 PAM	CHRM4 PAM	M1 antag
Cc1ccc(N(CC(=O)NCc2ccc(F)cc2)S(=O)(=O)c2cccs2)cc1	8	-1	6	-2	-1.3	0	-11	-7	4
CCCCNC(=O)c1cccnc1SCC(=O)Nc1ccccc1OC	2	-6	-1	5	0.1	0	2	2	-8
c1ccc(Cc2nn3c(Cn4nnc5ccccc54)nnc3s2)cc1	4	2	-11	1	-1.4	-1	0	2	0
COc1ccc(NC(=O)CN(C)C(=O)C(C)Oc2ccc(Br)cc2)cc1 (stereo not given)	3	-5	-6	3	-0.5	-2	1	10	1
O=C(COc1ccccc1)NCC1CCCO1 (stereo not given)	3	-1	-3	-1	-1.2	1	12	-1	-11
Cn1cccc1C(=O)N/N=C/c1c(Cl)cccc1Cl	2	2	-7	5	-0.9	-2	16	2	-20
OC(COc1ccc(Cl)cc1)CN1C2=NCCCN2c2ccccc21 (stereo not given)	4	-6	-4	5	0.5	-5	-2	-14	0
Cc1c(C(=O)O)sc2nc(SCC(=O)Nc3ccc(S(=O)(=O)NCCCC(=O)O)cc3)[nH]c(=O)c12	2	10	1	-9	-0.3	2	8	9	-15
COc1ccc(N2C(=O)CC(c3ccccc3)CC2=O)cc1	1	2	-8	5	-0.9	3	15	12	-11
Cc1cccnc1NC(=O)c1ccc([N+](=O)[O-])o1	1	0	-13	-2	1.5	2	7	6	-2
O=C(CSc1nnc(-c2ccco2)o1)NC1CCCCCC1	0	3	7	-2	4.8	-3	4	-3	-2
CC(C)Oc1ccc(S(=O)(=O)N2CCCCC2)cc1NC(=O)CN1CCCC1c1cccs1 (stereo not given)	1	-3	0	2	5.0	0	-6	0	8
COc1ccccc1NS(=O)(=O)c1cccc(C(=O)N2CCCC2)c1	0	4	0	8	1.5	1	1	-5	5
CC(C)Cn1c(=O)c2sccc2n2c(CCCC(=O)NC3CCN(Cc4ccccc4)CC3)nnc12	0	4	-3	-3	0.0	-8	-3	6	11
COc1ccc(S(=O)(=O)N2CCOCC2)cc1NC(=O)CN1C(=O)NC(C)(C2CC2)C1=O (stereo not given)	2	-2	2	17	1.1	0	5	7	-2
Cc1cccc(NC(=O)Nc2ccc(S(=O)(=O)Nc3onc(C)c3C)cc2)c1	2	-4	9	5	0.1	1	1	-1	5
O=c1[nH]c2cc3c(cc2cc1CN(Cc1ccco1)C(=S)NCCCN1CCOCC1)OCCO3	2	-1	-5	-7	-0.8	-3	8	4	-4
COc1cc(SC)ccc1C(=O)OCC(=O)NC(=O)NC(C)C	4	-2	-5	8	-1.1	0	10	0	-15
Cc1occc1C(=O)N(C)Cc1nc(-c2ccccc2)no1	-1	1	4	10	0.7	-2	14	0	-8
Cc1ccc(NC(=O)COC(=O)CN2C(=O)NC3(CCCC3)C2=O)cc1Cl	14	-11	-6	7	0.5	8	2	-1	-1
CN(C(=O)c1cccc(NC(=O)Cc2ccc(NC(=O)C3CCCN(C(=O)C4CC4)C3)cc2)c1)C1CCCC1 (stereo not given)	-1	1	-1	-10	1.2	-3	6	3	-4
COc1ccc(CCNc2nc(-c3sc(N)nc3C)cs2)cc1OC	0	-7	13	5	1.8	5	0	-7	0
Cc1c(C(=O)N2CCCC2)c(S(=O)(=O)N2CCN(c3ccccc3F)CC2)c(C)n1C	3	3	1	-4	-0.6	2	3	8	-4
